MsrA act: bovine methionine sulfoxide reductase A activation. purified bovine MsrA, absorbance read-out. activation, % at 10.6 µM. actives 0.3% (n = 360,000); in the data active = activation above about 7.5%;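 also: 0% = vehicle and 100% = reference activator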
Scp1 inh: Scp-1 (human) phosphatase inhibition; Q9GZU7; Recombinant Scp1, phosphopeptide, malachite green phosphate absorbance; inhibition, % at 20 µM; actives 0.88% (n = 340,000);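 active = inhibition above about 50% at 20 µM, limit read from the data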;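 also: plate controls were DMSO wells with enzyme for no effect and wells lacking enzyme for full effect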
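Test system: SCP-1 catalytic domain; Buffer or medium: Acidic Tris acetate buffer with magnesium and detergent; Also added: Phosphorylated 17-residue peptide substrate; Compound: single 20 µM dose, 1% DMSO; Schedule: enzyme reaction 45 min at room temperature, colour 5 min, stabilisation 30 min; Signal: Phosphate-binding colour reagent, absorbance read at 630 nm.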
MsrA inhibitor: inhibits bovine methionine sulfoxide reductase A | AID 651718 | inhibition, % at 15.5 µM | actives 0.75% (n = 360,000) | purified bovine MsrA, absorbance read-out; in the data active = inhibition above about 4.5%;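 also: 0% = vehicle wells with enzyme and 100% = reference inhibitor wells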
LMPTP block: LMPTP (human) inhibition; inhibition, % at 20 µM; recombinant LMPTP-A, OMFP fluorogenic substrate, fluorescence intensity; P24666; actives 0.22% (n = 360,000);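 active = compounds that cut the enzyme signal by at least half of the control window in the single-dose screen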;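 also: plate controls were DMSO wells with enzyme plus substrate for no effect and substrate without enzyme for full effect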
Target sequence (P24666 whole entry, looked up): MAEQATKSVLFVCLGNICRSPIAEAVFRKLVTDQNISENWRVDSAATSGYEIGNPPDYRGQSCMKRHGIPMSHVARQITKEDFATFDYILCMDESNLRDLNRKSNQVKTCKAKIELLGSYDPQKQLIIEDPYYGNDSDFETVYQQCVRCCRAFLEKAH
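Assay system: LMPTP-A enzyme. Input: 0.625 nM LMPTP-A final. Probe or stimulus: 400 µM OMFP. Compound dosing: single 20 µM dose. Schedule: 50 min dark incubation at room temperature. Detection: fluorescence intensity of OMFP turnover product. Read-out: percent inhibition versus substrate-only and uninhibited controls. Benchmarks: no-enzyme low control, uninhibited high control.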
DNMT1 inh: inhibitors of human DNMT1; inhibition (reported as % activation of signal), % at 10 µM; actives 0.83% (n = 360,000); AID 588458; P26358; DNMT1 molecular beacon, Hinp1I cleavage, fluorescence; in the data active = inhibition above about 50%
SUMO1-SIM PPI: modulators of human SUMO1-mediated protein-protein interactions; P63165; SUMO1 binding to a labelled peptide, TR-FRET, 1 h; inhibition, % at 20 µM; actives 0.33% (n = 360,000); AID 602429; in the data active = inhibition above about 37%
NRP1-CendR mod: NRP-1/CendR interaction modulation. O14786. FAM-RPARPAR peptide binding to NRP-1, fluorescence polarization. inhibition, % at 25 µM. actives 0.85% (n = 360,000). AID 602438;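 active = inhibition or corrected inhibition above about 18%, plus a signal ratio from 0.5 to 1.5, limit read from the data, passing the limit was not always enough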; also: strong numbers were not always called active
STEP inh: inhibitors of human striatal-enriched phosphatase STEP; actives 0.25% (n = 360,000); P54829; inhibition, % at 20 µM; AID 588621; recombinant STEP, OMFP fluorogenic substrate, fluorescence;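 active = inhibition at 20 µM, scaled per plate between control wells, above about 37%, limit read from the data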;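 also: 0% = DMSO with enzyme and substrate and 100% = substrate only without enzyme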
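Assay system: isolated STEP enzyme. Buffer or medium: pH 6.0 Bis-Tris with DTT and Tween 20. Also added: fluorogenic phosphatase substrate OMFP at 25 µM final. Dosing: 20 µM, 1% DMSO. Timing: 20 min reaction, room temperature, in the dark. Measured by: fluorescence intensity, excitation 480 nm, emission 540 nm. Evaluation: normalized % inhibition.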
TbMetRS inhib: Trypanosoma brucei MetRS inhibition | purified T. brucei MetRS, ATP depletion, Kinase-Glo luminescence | inhibition, % at 11.9 µM | actives 0.4% (n = 360,000);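 active = inhibition above a per-plate cutoff of the control wells' mean inhibition plus 3 SD, cut at about 5.5% in these data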;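 also: 0% = DMSO wells median and 100% = median of wells with control inhibitor compound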
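Assay system: T. brucei methionyl-tRNA synthetase, purified | Medium: HEPES buffer with MgCl2, KCl, DTT, spermine, BSA, pyrophosphatase | Compound: 11.9 µM single point | Incubation: 15 min enzyme-compound preincubation, 2 h reaction, 10 min detection, 25 °C | Measured by: Kinase-Glo luciferase luminescence reporting remaining unconsumed ATP | Measure: % inhibition normalized to control-well medians | Replication: Singlicate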
E coli Lon inh: inhibits E. coli Lon protease | P0A9M0 | purified E. coli Lon protease, fluorescence polarization | inhibition, % at 7.94 µM | actives 0.42% (n = 360,000) | AID 602123; in the data active = inhibition above about 13%, passing the limit was not always enough;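 also: 0% = enzyme with probe and DMSO and 100% = no enzyme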
Target sequence (P0A9M0 whole entry, looked up): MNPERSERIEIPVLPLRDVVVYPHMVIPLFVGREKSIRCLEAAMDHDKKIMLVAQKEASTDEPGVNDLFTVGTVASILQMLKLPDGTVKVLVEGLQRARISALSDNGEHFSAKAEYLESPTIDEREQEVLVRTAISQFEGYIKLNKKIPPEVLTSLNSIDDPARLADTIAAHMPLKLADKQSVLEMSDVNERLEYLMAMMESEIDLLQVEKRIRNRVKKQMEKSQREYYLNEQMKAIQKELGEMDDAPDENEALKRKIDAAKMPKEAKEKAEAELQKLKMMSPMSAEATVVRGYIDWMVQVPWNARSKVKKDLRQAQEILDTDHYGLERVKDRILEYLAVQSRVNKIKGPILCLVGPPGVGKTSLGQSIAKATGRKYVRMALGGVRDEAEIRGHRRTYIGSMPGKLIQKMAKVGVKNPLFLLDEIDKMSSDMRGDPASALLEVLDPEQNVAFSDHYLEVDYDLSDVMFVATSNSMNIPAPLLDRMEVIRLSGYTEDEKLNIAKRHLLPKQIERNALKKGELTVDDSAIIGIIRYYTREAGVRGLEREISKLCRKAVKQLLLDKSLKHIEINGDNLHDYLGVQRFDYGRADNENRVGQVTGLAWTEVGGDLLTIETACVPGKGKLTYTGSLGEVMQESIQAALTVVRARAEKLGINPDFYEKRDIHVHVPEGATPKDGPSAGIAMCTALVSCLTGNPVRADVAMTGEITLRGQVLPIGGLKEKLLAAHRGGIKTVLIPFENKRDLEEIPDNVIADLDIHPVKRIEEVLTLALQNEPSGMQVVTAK
Active calls of the source: *; . = not tested or not shown.

SMILES	MsrA act	Scp1 inh	MsrA inhibitor	LMPTP block	DNMT1 inh	SUMO1-SIM PPI	NRP1-CendR mod	STEP inh	TbMetRS inhib	E coli Lon inh
COc1cccc(CCNC(=O)C2CCC(=O)N(Cc3cccc(OC)c3)C2)c1 (centres undefined)	-2	-7	0.0	1.0	-1	4	10	-2	-0.5	-1
CS(=O)(=O)N1CCN(c2ccccc2NC(=S)NC(=O)c2cccs2)CC1	-2	-1	0.5	2.4	-2	-2	-3	3	0.4	2
Cc1cc(=O)oc2cc(NC(=O)CCCC(=O)O)ccc12	-4	1	1.8	0.2	1	4	4	-2	-0.5	-4
O=C(COc1ccccc1)NC(=S)Nc1ccc(Br)cn1	0	1	1.4	0.7	-4	-1	-1	2	-0.4	-1
CC(C)(CSc1nncn1/N=C/c1ccco1)NS(=O)(=O)c1ccc(Cl)cc1	-1	6	-0.7	-0.1	-2	-11	8	-4	0.3	3
COc1ncccc1C(=O)NC1CCCc2c1cnn2-c1ccc(C)c(C)c1 (centres undefined)	-3	0	1.1	-0.8	-3	3	19	-2	-0.4	-5
CCOC(=O)N1CCN(CC(=O)Nc2cc(C)nn2-c2nc3ccccc3s2)CC1	-1	0	2.1	2.0	-4	3	-7	1	-0.1	-4
COCCSc1ccccc1C(=O)Nc1ccc(Cl)cn1	-2	-3	-0.1	-0.1	4	-4	9	0	0.1	3
COc1ccc(NC(=O)Cc2coc3cc(C)ccc23)cc1S(=O)(=O)N1CCOCC1	-3	-4	0.1	0.6	-18	7	-9	0	-0.4	-9
COc1cc2c(C)nc3c(cnn3-c3ccccc3)c2cc1OC	-5	-1	-0.5	1.4	-11	25	-4	-3	-0.8	-6
Cc1cccc(-n2c(C)c(C)c3c(N)ncnc32)c1	-2	-2	-0.1	1.8	0	-3	-2	-1	0.4	1
COc1ccc(O)c(/C=N/N=C2/C(=O)Nc3ccccc32)c1	-1	-6	1.4	1.2	-15	-12	16	2	-0.2	8
CCCCCCOc1ccc(N2C(=O)CC(N3CCN(CCN=CC4=C(O)CC(C)(C)CC4=O)CC3)C2=O)cc1 (centres undefined)	-3	-10	-0.3	-0.7	-5	0	3	-3	-0.6	1
C=CCn1c(SCC(=O)Nc2ccc(C(=O)OC(C)C)cc2)nnc1-c1cccs1	-1	-3	0.7	0.0	8	6	4	0	-1.1	-1
CN(C)NC(=O)C12CCC(C)(C(=O)O1)C2(C)C (centres undefined)	-8	49	0.5	-0.9	-1	1	-8	-3	-0.3	5
CCOC(=O)c1[nH]c2ccccc2c1NC(=O)c1nonc1C	-1	-7	0.1	-0.5	-4	2	-10	2	0.2	6
Cc1cc2nc(-c3ccco3)c(Cc3cccc(Cl)c3)n2c(C)c1Br	-6	.	0.2	12	.	26	-37	.	-0.3	2
OCCN1CCN(CCSc2ccccc2)CC1	-11	3	-0.9	-1.2	-1	1	-8	1	-0.9	-7
Cc1ccc(S(=O)(=O)NCCSc2nnnn2-c2ccc(C(N)=O)cc2)cc1	4	-6	-1.3	0.5	-2	1	-5	-3	0.2	0
COc1ccc(CCNC(=S)Nc2ccccc2C)cc1	-3	-5	-0.7	-0.3	3	-2	8	0	-0.8	-9
OC(COc1ccc(CNCc2cccnc2)cc1)CN1CCc2ccccc2C1 (centres undefined)	-3	-12	-0.6	17	-5	2	-10	1	0.6	4
Cc1cc(NC(=O)c2ccc(N3C(=O)CCC3=O)cc2)no1	0	-7	-0.7	-0.5	0	-2	12	1	-0.3	0
CC(C(=O)NC(C)(C)C)n1c(C(c2ccccc2)c2ccccc2)nc2ccccc21 (centres undefined)	.	.	2.0	0.7	.	-6	-15	.	0.2	.
O=C(O)CN=C(Nc1cc(Cl)cc(Cl)c1)NC(c1ccccc1)c1ccccc1	-2	.	-0.2	0.3	.	0	-6	.	0.4	-7
CN(C)C(=O)c1cc([N+](=O)[O-])ccc1O	-2	2	0.8	-0.2	-1	-5	2	-3	3.6	2

Compound profiles (already shown). Order of values: MsrA act, Scp1 inh, MsrA inhibitor, LMPTP block, DNMT1 inh, SUMO1-SIM PPI, NRP1-CendR mod, STEP inh, TbMetRS inhib, E coli Lon inh
COc1cccc(CCNC(=O)C2CCC(=O)N(Cc3cccc(OC)c3)C2)c1 (centres undefined) is listed with -2, -7, 0.0, 1.0, -1, 4, 10, -2, -0.5, -1
CS(=O)(=O)N1CCN(c2ccccc2NC(=S)NC(=O)c2cccs2)CC1 is listed with -2, -1, 0.5, 2.4, -2, -2, -3, 3, 0.4, 2
CCCCCCOc1ccc(N2C(=O)CC(N3CCN(CCN=CC4=C(O)CC(C)(C)CC4=O)CC3)C2=O)cc1 (centres undefined) is listed with -3, -10, -0.3, -0.7, -5, 0, 3, -3, -0.6, 1

Among those listed so far, four contain two or more sulfur atoms.
SMILES	MsrA act	Scp1 inh	MsrA inhibitor	LMPTP block	DNMT1 inh	SUMO1-SIM PPI	NRP1-CendR mod	STEP inh	TbMetRS inhib	E coli Lon inh
CS(=O)(=O)N1CCN(c2ccccc2NC(=S)NC(=O)c2cccs2)CC1	-2	-1	0.5	2.4	-2	-2	-3	3	0.4	2
CC(C)(CSc1nncn1/N=C/c1ccco1)NS(=O)(=O)c1ccc(Cl)cc1	-1	6	-0.7	-0.1	-2	-11	8	-4	0.3	3
C=CCn1c(SCC(=O)Nc2ccc(C(=O)OC(C)C)cc2)nnc1-c1cccs1	-1	-3	0.7	0.0	8	6	4	0	-1.1	-1
Cc1ccc(S(=O)(=O)NCCSc2nnnn2-c2ccc(C(N)=O)cc2)cc1	4	-6	-1.3	0.5	-2	1	-5	-3	0.2	0

Remaining list, next part.
SMILES	MsrA act	Scp1 inh	MsrA inhibitor	LMPTP block	DNMT1 inh	SUMO1-SIM PPI	NRP1-CendR mod	STEP inh	TbMetRS inhib	E coli Lon inh
O=C(Nc1c2c(nn1-c1ccc(F)cc1)CS(=O)C2)c1ccc(Br)o1 (centres undefined)	-2	-2	0.2	-0.4	3	5	6	-3	-0.2	-7
CC(C)CN1CCN(Cc2cccn2-c2ccc(Cl)cn2)CC1CCO (centres undefined)	-2	0	-1.2	-1.0	-1	-3	-7	2	-0.6	12
CS(=O)(=O)Nc1ccccc1C(=O)NCCSCc1ccccc1	-2	-11	1.1	0.6	-2	-1	13	-1	0.3	3
CCCNC(=O)C1(C)CCCN(CC(=O)c2ccc3c(c2)OCCO3)C1 (centres undefined)	-4	.	0.0	-1.5	-2	-3	-7	-1	-0.4	-1
O=C(COc1ccc(Br)cc1CNC1CCCC1)Nc1ccccc1	-1	0	-1.5	0.9	0	-2	1	2	1.3	-2
C#CCOCCOCCOCCNc1nc(N2CCN(C(=O)CCCCCCCCCCNC(=O)[C@H]([C@@H](C)CC)n3cc(CCCCN=C(N)N)nn3)CC2)nc(N2CCN(C(=O)CCCCCCCCCCNC(=O)[C@@H]([C@H](C)O)n3cc(C)nn3)CC2)n1	-6	35	.	9.4	-108	86*	16	6	-0.6	4
Cc1ccc(C2=Nc3ccccc3N=C(c3ccc([N+](=O)[O-])cc3)C2)c(O)c1	-2	0	-0.8	2.5	12	-12	-8	3	0.5	-1
O=C(NCc1ccc2c(c1)OCO2)C12CC3CC(CC(C3)C1)C2	-1	-13	-0.8	-0.2	3	5	7	-7	0.1	2
CC(C)(C)N(Cc1ccccc1)C(=O)COC(=O)C1CC(=O)N(Cc2ccccc2)C1 (centres undefined)	4	-11	0.2	-0.8	-1	0	-19	3	0.1	-8
Cc1ccc(CC(CC(=O)Nc2cccc(C(F)(F)F)c2)C(=O)O)cc1 (centres undefined)	-1	2	-0.1	-0.7	3	1	-4	-3	-0.2	-1
Cc1c(C(=O)N2CCCC2)sc(NC(=O)c2ccco2)c1C#N	-8	-5	2.6	-0.5	4	22	-11	2	-1.1	-17
C=CCNC(=O)NC(=O)COC(=O)c1cccnc1SC	-12	0	0.8	0.7	3	1	-11	-4	-1.2	-2
Cc1c([N+](=O)[O-])cc(C(=O)Nc2ccc(NC(=O)c3ccco3)cc2)cc1[N+](=O)[O-]	-2	-6	0.9	0.7	7	3	3	-2	0.6	-12
O=S(=O)(C=C(c1ccccc1)c1ccccc1)c1ccccc1	-5	-7	-0.4	3.1	-5	1	10	-9	-0.9	-1
CC(C(=O)NC(C)(C)C)n1c(-c2ccccc2)nc2ccccc21 (centres undefined)	.	.	-0.3	-0.3	.	2	0	.	-0.3	.
COc1ccccc1N(CC(=O)NC1CCCCC1)C(=O)CCC(=O)Nc1nccs1	2	0	0.4	-1.3	0	4	14	0	0.0	1
CCOC(=O)C(C)Sc1cc(CS(=O)(=O)c2ccccc2)nc(-c2ccccc2)n1 (centres undefined)	-1	-14	0.0	4.9	-2	2	6	5	0.4	2

Copied from the list:
In MsrA inhibitor, COc1ccccc1N(CC(=O)NC1CCCCC1)C(=O)CCC(=O)Nc1nccs1 is entered as 0.4
In TbMetRS inhib, C=CCNC(=O)NC(=O)COC(=O)c1cccnc1SC is entered as -1.2
In Scp1 inh, Cc1c(C(=O)N2CCCC2)sc(NC(=O)c2ccco2)c1C#N is entered as -5
In DNMT1 inh, CCCCCCOc1ccc(N2C(=O)CC(N3CCN(CCN=CC4=C(O)CC(C)(C)CC4=O)CC3)C2=O)cc1 (centres undefined) is entered as -5

Bioassay records: PubChem, several laboratories
